From PubChem BioAssay
mHTT CaM bind = disrupts binding of mutant huntingtin to calmodulin. AlphaScreen His-mHTT/GST-CaM binding, luminescence. P42858. actives 3.6% (n = 190,000). inhibition, % at 15 µM;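 note: 0% = both proteins with DMSO and 100% = one protein alone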
Target sequence (P42858 whole entry, looked up, stated change not applied): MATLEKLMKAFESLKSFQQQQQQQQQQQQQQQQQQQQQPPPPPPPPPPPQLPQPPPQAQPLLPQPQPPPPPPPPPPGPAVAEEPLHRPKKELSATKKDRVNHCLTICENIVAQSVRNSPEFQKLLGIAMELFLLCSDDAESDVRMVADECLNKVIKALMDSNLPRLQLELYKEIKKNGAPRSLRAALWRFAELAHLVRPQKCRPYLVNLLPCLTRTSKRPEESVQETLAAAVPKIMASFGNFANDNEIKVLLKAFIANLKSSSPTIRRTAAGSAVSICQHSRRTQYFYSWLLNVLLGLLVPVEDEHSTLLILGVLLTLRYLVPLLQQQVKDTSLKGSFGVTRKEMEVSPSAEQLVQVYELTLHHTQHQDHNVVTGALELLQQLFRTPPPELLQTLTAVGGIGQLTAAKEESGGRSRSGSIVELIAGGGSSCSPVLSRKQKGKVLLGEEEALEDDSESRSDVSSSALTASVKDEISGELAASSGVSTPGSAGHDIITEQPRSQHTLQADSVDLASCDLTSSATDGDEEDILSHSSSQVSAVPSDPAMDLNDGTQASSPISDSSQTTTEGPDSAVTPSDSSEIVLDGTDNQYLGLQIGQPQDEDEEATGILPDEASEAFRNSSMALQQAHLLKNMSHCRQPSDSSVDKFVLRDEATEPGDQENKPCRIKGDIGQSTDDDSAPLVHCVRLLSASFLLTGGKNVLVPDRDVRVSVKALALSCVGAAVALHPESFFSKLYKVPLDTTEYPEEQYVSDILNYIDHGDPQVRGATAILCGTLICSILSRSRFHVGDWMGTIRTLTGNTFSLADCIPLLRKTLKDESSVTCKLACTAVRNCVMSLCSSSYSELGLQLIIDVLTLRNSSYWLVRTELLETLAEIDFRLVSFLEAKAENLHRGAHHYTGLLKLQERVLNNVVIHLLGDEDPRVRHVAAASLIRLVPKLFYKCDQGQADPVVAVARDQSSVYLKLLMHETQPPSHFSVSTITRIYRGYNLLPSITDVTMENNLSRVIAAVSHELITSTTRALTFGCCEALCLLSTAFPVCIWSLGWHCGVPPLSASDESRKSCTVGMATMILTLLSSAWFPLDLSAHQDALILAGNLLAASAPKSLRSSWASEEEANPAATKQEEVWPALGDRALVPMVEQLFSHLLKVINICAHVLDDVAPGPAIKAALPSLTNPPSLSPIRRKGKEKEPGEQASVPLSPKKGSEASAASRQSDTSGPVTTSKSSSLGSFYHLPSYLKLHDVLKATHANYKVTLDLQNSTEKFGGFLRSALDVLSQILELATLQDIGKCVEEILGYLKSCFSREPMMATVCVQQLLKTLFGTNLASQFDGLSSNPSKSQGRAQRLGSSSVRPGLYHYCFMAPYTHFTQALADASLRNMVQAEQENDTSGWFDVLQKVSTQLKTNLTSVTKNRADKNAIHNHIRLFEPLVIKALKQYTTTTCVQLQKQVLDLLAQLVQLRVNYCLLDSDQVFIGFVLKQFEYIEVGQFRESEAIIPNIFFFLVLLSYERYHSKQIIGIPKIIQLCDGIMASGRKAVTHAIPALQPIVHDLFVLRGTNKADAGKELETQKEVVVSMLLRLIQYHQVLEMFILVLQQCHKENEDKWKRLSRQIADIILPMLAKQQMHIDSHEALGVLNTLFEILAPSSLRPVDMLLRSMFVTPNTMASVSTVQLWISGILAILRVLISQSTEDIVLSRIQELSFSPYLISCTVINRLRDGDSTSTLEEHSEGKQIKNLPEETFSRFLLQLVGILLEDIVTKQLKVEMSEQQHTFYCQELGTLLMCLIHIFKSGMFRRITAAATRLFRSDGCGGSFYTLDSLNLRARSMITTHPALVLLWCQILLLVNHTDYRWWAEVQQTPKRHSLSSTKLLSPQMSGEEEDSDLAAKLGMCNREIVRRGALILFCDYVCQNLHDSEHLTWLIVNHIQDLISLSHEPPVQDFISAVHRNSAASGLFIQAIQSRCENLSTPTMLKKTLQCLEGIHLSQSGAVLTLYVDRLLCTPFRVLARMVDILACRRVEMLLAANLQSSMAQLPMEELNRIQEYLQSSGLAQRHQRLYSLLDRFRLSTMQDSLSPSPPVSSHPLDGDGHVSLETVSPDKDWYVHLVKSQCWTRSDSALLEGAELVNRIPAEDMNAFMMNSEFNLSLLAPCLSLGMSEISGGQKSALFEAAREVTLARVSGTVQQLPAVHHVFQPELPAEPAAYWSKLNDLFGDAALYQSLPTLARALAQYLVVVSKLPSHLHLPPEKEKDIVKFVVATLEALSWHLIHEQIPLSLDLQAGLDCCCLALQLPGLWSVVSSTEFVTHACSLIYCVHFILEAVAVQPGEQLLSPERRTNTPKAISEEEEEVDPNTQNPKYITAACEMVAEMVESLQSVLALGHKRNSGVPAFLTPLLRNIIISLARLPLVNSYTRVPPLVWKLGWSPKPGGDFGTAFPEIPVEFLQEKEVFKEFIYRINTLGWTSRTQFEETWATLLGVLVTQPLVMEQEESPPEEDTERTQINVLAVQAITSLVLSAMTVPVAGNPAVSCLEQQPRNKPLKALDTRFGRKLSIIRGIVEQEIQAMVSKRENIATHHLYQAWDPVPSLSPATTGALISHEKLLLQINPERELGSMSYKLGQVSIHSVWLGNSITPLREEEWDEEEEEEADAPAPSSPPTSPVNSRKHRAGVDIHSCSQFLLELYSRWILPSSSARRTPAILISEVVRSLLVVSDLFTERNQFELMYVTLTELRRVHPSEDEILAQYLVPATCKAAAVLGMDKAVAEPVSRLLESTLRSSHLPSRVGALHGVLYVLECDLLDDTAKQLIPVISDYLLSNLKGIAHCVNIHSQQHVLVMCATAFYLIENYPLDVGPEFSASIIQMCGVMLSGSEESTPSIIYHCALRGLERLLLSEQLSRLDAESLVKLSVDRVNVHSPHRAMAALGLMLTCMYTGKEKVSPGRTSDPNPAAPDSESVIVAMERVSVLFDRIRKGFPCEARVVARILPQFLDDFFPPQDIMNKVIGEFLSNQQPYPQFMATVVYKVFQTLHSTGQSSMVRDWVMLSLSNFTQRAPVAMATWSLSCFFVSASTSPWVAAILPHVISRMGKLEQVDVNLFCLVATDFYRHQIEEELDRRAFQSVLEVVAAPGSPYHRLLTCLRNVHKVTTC
Pf apPOL inh = Pf-apPOL DNA polymerase inhibition. Recombinant Pf-apPOL, molecular beacon fluorescence, 1.5 h. inhibition, % at 10 µM. actives 0.25% (n = 210,000). AID 1794808
An asterisk follows results filed as active; i = inactive; nt = not tested or not shown; + = active, no number; & = joins results of further samples. Cut-off read from the data, not from the text of the source: active = inhibition above about 50%; inactive = the rest. An excerpt (hit frequency here may not be typical).

SMILES	mHTT CaM bind	Pf apPOL inh
Cc1ccc(C(=O)N2CCCCC2CCN2CCCCC2)cc1 (centres undefined)	-4	-8
COc1ccccc1NC(=O)N1CCCC2(C1)Nc1ccccc1NC2=NC(C)(C)C (centres undefined)	67*	-4
Cc1ccc(S(=O)(=O)c2ccc(O)c(O)c2)cc1	0	-8
Cc1cccc(NC(=O)C2C3C=CC(C4CC34)C2C(=O)O)c1C (centres undefined)	-4	-6
COc1ccc(NC(=O)C2=C(C)NC(=O)NC2c2ccc(Cl)cc2Cl)c(OC)c1 (centres undefined)	16	1
CC1(C)CC(CC(=O)NN)(c2ccccc2)CCO1 (centres undefined)	-1	1
CCOc1cc(C(=O)Nc2ccccc2C(N)=O)cc(OCC)c1OCC	-1	-4
CC(C)=CCCC12CCC(CO)(CO1)C(C)C2 (centres undefined)	-3	-4
O=C(c1cnccn1)N1CCC(Oc2cc(N3CCCC3)ncn2)C1 (centres undefined)	1	0
O=C(Nc1ccccc1F)C(=O)NC1CCCCCC1	-6	-3
Cc1cc(C)n(CC(O)Cn2c3ccccc3c3ccccc32)c(=O)n1 (centres undefined)	47	-6
O=C(NC1CC(=O)N(C2CC2)C1)c1cccc(Cl)c1 (centres undefined)	-11	0
N#Cc1cnc2ccccc2c1N1CCC(C(=O)Nc2ccc(F)c(F)c2)CC1	-4	1
Clc1cccc(CN2CCc3nc(N4CCN(c5ccccn5)CC4)ncc3C2)c1	46	0
CC(=O)c1ccc(NC(=O)c2cccc(S(=O)(=O)N3CCCCC3)c2)cc1	-2	-6
COc1ccc(-n2cc(C(=O)Nc3ccc4c(c3)OCO4)c3ccccc3c2=O)cc1	30	-8
Cc1nc2ccccc2nc1-c1ccc([N+](=O)[O-])cc1	7	-9
O=C(c1ccccc1Cl)N1CCN(c2ccc([N+](=O)[O-])cc2C(F)(F)F)CC1	42	-14
Fc1ccccc1CN1CCSCC1	-2	-3
O=C(Nc1c2c(nn1-c1cccc(Cl)c1)CS(=O)C2)C1CC1 (centres undefined)	-4	-4
O=C(NC(=O)c1ccc(C(F)(F)F)cc1)NN1CCCCCC1	nt	-21
Cc1ccc(NC(=O)CSc2nc3c(c(=O)n2Cc2ccccc2)SC(C)C3)c(C)c1 (centres undefined)	13	-1
Cc1cc(C)c2c(n1)sc1c(=O)[nH]nnc12	26	-5
N#C/C(=C\c1ccc([N+](=O)[O-])cc1)c1nc(-c2ccc(Br)cc2)cs1	5	-2

Shown as comma-separated lines: entries from further up.
SMILES,mHTT CaM bind,Pf apPOL inh
CC(=O)c1ccc(NC(=O)c2cccc(S(=O)(=O)N3CCCCC3)c2)cc1,-2,-6
Clc1cccc(CN2CCc3nc(N4CCN(c5ccccn5)CC4)ncc3C2)c1,46,0

(cont.)
SMILES	mHTT CaM bind	Pf apPOL inh
CCc1ccc(NC(=O)C2CC(c3cc(OC)c(OC)c(OC)c3)=NO2)cc1 (centres undefined)	36	-6
CC(C)(CO)NC(=O)Cc1ccc(NS(=O)(=O)C=Cc2ccccc2)cc1	-6	2
CC1(C)C2([N+](=O)[O-])CN3CC1([N+](=O)[O-])CN(C2)C3c1ccc(O)cc1 (centres undefined)	2	4
O=C(NCCCS(=O)(=O)N1CCc2ccccc2C1)c1ccc(F)c(F)c1	-11	-4
O=C1OC(c2cccc([N+](=O)[O-])c2)=N/C1=C\C=C\c1ccccc1	26	-4
C=CCSc1nnc(-c2ccc(Cl)cc2Cl)o1	-62	-9
O=C1CSC2(C(=O)Nc3ccccc32)N1c1cc(Cl)cc(Cl)c1 (centres undefined)	2	-4
COC(=O)C(O)(c1ccc(N=Cc2ccccc2O)cc1)C(F)(F)F (centres undefined)	nt	-19
O=S(=O)(Nc1ccc(S(=O)(=O)Nc2ccc(Cl)cc2)cc1)c1ccccc1	2	5
COc1ccccc1NC(=O)CSc1ccccn1	-7	-2
O=C1C(=O)N(CCc2ccccc2)c2ccc(Br)cc21	49	-10
CCN1C(=O)c2cccnc2Sc2cc(C(=O)NCC(C)C)ccc21	-7	4
O=C1CCCc2c1nc(-c1cccc([N+](=O)[O-])c1)n2O	-7	-3
CS(=O)(=O)N(CC(=O)NCC1CCCO1)c1ccc(I)cc1 (centres undefined)	-4	-2
Cc1sc(NC(=O)c2cc3ccccc3oc2=O)nc1-c1cccs1	1	1
COc1ccc(/C=C2\N=C(c3cc([N+](=O)[O-])ccc3Cl)OC2=O)cc1Br	13	21
O=C(NCc1cccs1)c1noc2c1CCCC2	-12	-2
CC(C)CNC(=O)C1CN(C(=O)c2ccc(Cl)cc2)CC1c1cccc(F)c1 (centres undefined)	10	10
CC(NC(=O)CSc1nnc(-c2cccc(F)c2)n1-c1ccccc1)c1ccccc1 (centres undefined)	20	2
NC(=O)c1cc(-c2ccccc2)sc1NC(=O)c1ccc(OC(F)F)cc1	-25	-1
CCOC(=O)CC(N)c1cccs1 (centres undefined)	-2	-1
COc1ccc(C2N(Cc3ccccc3)CCN2Cc2ccccc2)cc1O	2	1
C(=C\c1ccccc1)/C=N/Nc1nn[nH]n1	i	nt
CC(=O)c1ccc(NC(=O)CC2COc3ccccc3NC2=O)cc1 (centres undefined)	-6	-2

Rewritten comma-delimited: entries from further up
smiles,mHTT CaM bind,Pf apPOL inh
O=C1OC(c2cccc([N+](=O)[O-])c2)=N/C1=C\C=C\c1ccccc1,26,-4
C=CCSc1nnc(-c2ccc(Cl)cc2Cl)o1,-62,-9
O=C1CSC2(C(=O)Nc3ccccc32)N1c1cc(Cl)cc(Cl)c1 (centres undefined),2,-4
COC(=O)C(O)(c1ccc(N=Cc2ccccc2O)cc1)C(F)(F)F (centres undefined),nt,-19
O=S(=O)(Nc1ccc(S(=O)(=O)Nc2ccc(Cl)cc2)cc1)c1ccccc1,2,5
COc1ccccc1NC(=O)CSc1ccccn1,-7,-2
O=C1C(=O)N(CCc2ccccc2)c2ccc(Br)cc21,49,-10
CCN1C(=O)c2cccnc2Sc2cc(C(=O)NCC(C)C)ccc21,-7,4
O=C1CCCc2c1nc(-c1cccc([N+](=O)[O-])c1)n2O,-7,-3
CS(=O)(=O)N(CC(=O)NCC1CCCO1)c1ccc(I)cc1 (centres undefined),-4,-2
Cc1sc(NC(=O)c2cc3ccccc3oc2=O)nc1-c1cccs1,1,1
COc1ccc(/C=C2\N=C(c3cc([N+](=O)[O-])ccc3Cl)OC2=O)cc1Br,13,21
O=C(NCc1cccs1)c1noc2c1CCCC2,-12,-2
CC(C)CNC(=O)C1CN(C(=O)c2ccc(Cl)cc2)CC1c1cccc(F)c1 (centres undefined),10,10
CC(NC(=O)CSc1nnc(-c2cccc(F)c2)n1-c1ccccc1)c1ccccc1 (centres undefined),20,2
NC(=O)c1cc(-c2ccccc2)sc1NC(=O)c1ccc(OC(F)F)cc1,-25,-1
CCOC(=O)CC(N)c1cccs1 (centres undefined),-2,-1
COc1ccc(C2N(Cc3ccccc3)CCN2Cc2ccccc2)cc1O,2,1
C(=C\c1ccccc1)/C=N/Nc1nn[nH]n1,i,nt
CC(=O)c1ccc(NC(=O)CC2COc3ccccc3NC2=O)cc1 (centres undefined),-6,-2

Going on with the list:
SMILES	mHTT CaM bind	Pf apPOL inh
Cc1ccc(Cl)cc1N1C(=O)CC(N2CCN(c3ccccc3)CC2)C1=O (centres undefined)	3	-3
COCCN1CC(C(=O)N2CCCCCC2)CC1=O (centres undefined)	-10	2
CCc1ccc(CNC(=O)C2CCCN(c3cc(=O)n(C)c(=O)n3C)C2)cc1 (centres undefined)	5	1
O=S(=O)(Nc1ccc(F)cc1)c1cccnc1Nc1ccc(F)c(F)c1	-21	1
COc1ccc(S(=O)(=O)N(CC(=O)NC(C)C)c2cc(C)cc(C)c2)cc1OC	5	-3
COc1cc(C(=O)Nc2sc(C)c(C)c2C(N)=O)cc(OC)c1OC	1	-7
Cc1cc(C)c2c(=O)[nH]c(SCC(=O)c3cccs3)nc2n1	0	-5
Cc1ccc(CN2CCCCC2CO)c(C)c1 (centres undefined)	2	2
CN(C)c1ccc(/C=C2\C(=O)NC(=O)N(c3cccc(Br)c3)C2=O)o1	16	2
COCc1cc(=O)oc2cc(NC(=O)C3CC3)ccc12	nt	-5&-3
O=c1c2c(nc(SCc3cccc(F)c3)n1-c1ccc([N+](=O)[O-])cc1)CCS2	17	4
O=C(Cc1ccccc1)N1CCOCC1	-9	-7
Cc1nc(C2CCN(C(=O)c3cccc(F)c3)CC2)sc1C(=O)NCc1cccnc1	10	-3
CSc1nnc(-c2nn(C)c3c2CN(C(=O)c2cccc(F)c2)CC3)n1C	4	-1
CC(=O)c1cc2ccc(O)cc2oc1=O	-2	10
CC(=O)N1CCc2cc(Br)cc(S(=O)(=O)CCC(=O)NCCC(C)C)c21	-2	4
CCCCN(C)S(=O)(=O)c1ccc(C(=O)Nc2nnc(-c3cc(OC)cc(OC)c3)o2)cc1	10	-2
Cc1c(O)ccc2c(CN3CCCCC3)cc(=O)oc12	1	-8
O=C(NCC1CCN(C2CCCC2)CC1)NC12CC3CC(CC(C3)C1)C2	0	-2
CCOc1ccc(C(=O)N2CC3CC(NC(=O)c4cccs4)C2C3)cc1 (centres undefined)	21	-6
COc1ccc(NC(=S)NNC(=O)c2ccc(-n3c(C)ccc3C)cc2)cc1	nt	-244
O=C1OC(c2ccccc2Cl)=N/C1=C\c1ccccc1	51*	3
CC(=O)C1=C(O)C(=O)N(c2cccc(C(=O)O)c2)C1c1ccc(Br)cc1 (centres undefined)	-4	-5
O=C(Nc1cccc2nsnc12)c1cncc(Br)c1	3	-1
O=S(=O)(NCCN1CCOCC1)c1cc(Cl)c(Cl)cc1Cl	-4	-5
COc1ccc(OC)c(-c2ccc(=O)n(CCNC(=O)Cc3cccc4ccccc34)n2)c1	6	-6
CC(NC(=O)C(=O)NCc1cccs1)c1ccccc1 (centres undefined)	0	-4
N/C(=N\N=C(/N)c1ccccn1)c1ccccn1	+	-1
Cc1ccccc1-n1[nH]c(C)c(C=Nc2ccc([N+](=O)[O-])cc2)c1=O	11	4
O=C(CC1CCN(C(=O)C2CCCCC2)CC1)NCCc1ccccc1	8	-5
O=c1[nH]c2ccccc2c(O)c1-c1nc(-c2ccccc2Br)no1	-9	-3
O=C(NCC(O)c1cccs1)C(=O)Nc1cccnc1 (centres undefined)	-4	-4
COc1ccccc1NCN1C(=O)C2CCC(C)CC2C1=O (centres undefined)	3	-6
CC(C)C(=O)N(c1ccccc1)c1ccccc1	-5	-1
Cc1ccccc1-c1cc2c(c3c1ccn3C)C1CCC2C1 (centres undefined)	20	-6
CSCC(C)(O)CNC(=O)C1CC1 (centres undefined)	-7	-6
COc1cc(C2C(C#N)=C(N)OC(C)=C2C(C)=O)ccc1O (centres undefined)	3	2
O=C1CC(Nc2ccccc2)C(=O)N1c1ccc(Br)cc1 (centres undefined)	-8	-2
O=C(Nc1ccc2ncnc(N3CCCCC3)c2c1)c1ccc(F)cc1	44	5
Cc1cc(C(=O)NCC(C)(O)c2cccs2)c(C)o1 (centres undefined)	-12	0
COc1ccc(Br)cc1C=C1Oc2c(ccc(O)c2CN2CCCC2)C1=O	0	-4
Cc1cccc(-c2nc(C3CC(=O)N(Cc4ccccc4)C3)no2)c1 (centres undefined)	48	-11
COc1cc2c(cc1O)CC[C@@H]1[C@@H]2CC[C@]2(C)[C@@H](O)CC[C@@H]12	nt	-3
CC1(C(=O)O)COC(c2ccc([N+](=O)[O-])cc2)OC1 (centres undefined)	-3	-3
CN(C)c1nc(Oc2ccc(C=O)cc2)nc(N(C)C)n1	-3	2
Cc1ccc(C(=O)N2CCC(COc3ccc(C(=O)N4CCCC4)cc3)CC2)c(C)c1	26	-3
O=C(NCCCn1nc(-c2ccncc2)ccc1=O)c1ccccc1Cl	-10	-5
CCCNC(=O)C1CC(c2cccc(OC)c2)=NO1 (centres undefined)	-3	-6
CCOc1ccc(S(=O)(=O)N2CCOCC2)cc1-c1nc2c(C(C)(C)C)nn(C)c2c(=O)[nH]1	10	-5
O=C(NCc1ccsc1)C(=O)Nc1ccc(OC(F)(F)F)cc1	-5	-2
COc1ccccc1CNc1ccc2c(c1)ncn2C1CCCCC1	55*	-4
CC1(C)CC(=O)C2=C(C1)OC(N)=C(C#N)C2c1ccc(Br)s1 (centres undefined)	-5	-1
O=C(c1ccc(CN2C(=O)COc3ccccc32)o1)N1CCCC1	-9	4
CN1CCN(CCNC(=O)c2cc3n(n2)CCCN(Cc2ccc(F)cc2)C3=O)CC1	-4	0
O=C(NCc1ccc(F)cc1)c1ccc(Cn2c(=O)[nH]c3ccsc3c2=O)cc1	2	-2
CC(=O)Nc1ccc(NS(=O)(=O)c2ccc(NC(C)=O)cc2)cc1	-5	-5
O=C(c1ccc(F)cc1)N1CCC(CCNS(=O)(=O)Cc2ccccc2)CC1	46	-2
O=[N+]([O-])c1ccc(N2CCCC2)cc1Sc1nnnn1-c1ccccc1	-1	-5
Cc1ccc(S(=O)(=O)NCC(=O)N2CCC(C)CC2)cc1	-3	-2
COc1ccc(Br)c(C2CC(=O)Nc3n[nH]c(C)c32)c1 (centres undefined)	4	-7
Other results:
SMILES	mHTT CaM bind	Pf apPOL inh
Cc1ccc(CN2CC(N3CCN(C(=O)c4ccco4)CC3)CS2(=O)=O)cc1 (centres undefined)	2	-3
CCc1onc(C)c1C1CCCN1Cc1ccccn1 (centres undefined)	26	2
Cc1ccc(N=c2oc3c(C)ncc(CO)c3cc2C(=O)Nc2ccccc2F)cc1F	-5	-1
CC1C(=O)CC2C(C)(C)CCCC2(C)C1(O)CCc1ccoc1 (centres undefined)	nt	-11
Clc1ccc(-n2nnnc2C=CN2CCN(c3cccc(Cl)c3)CC2)cc1	nt	-4&16
COc1cccc2sc(N3CCc4ccccc4C3)nc12	93*	-8
CC1CCCN(c2nc3c(c(=O)n(C)c(=O)n3C)n2CCSc2nc3ccccc3o2)C1 (centres undefined)	3	-3
O=C(O)c1cc([N+](=O)[O-])ccc1N1CCCC1	5	-16
CC(C)C(=O)N1CCc2c(c(-c3nc(-c4ccccc4F)no3)nn2C)C1	-7	-2
NC(=O)CSc1nc2sc3c(c2c(=O)n1CCc1ccccc1)CCC3	-2	-5
O=C(C1CCCO1)N1CCN(c2ncnc3c2nnn3-c2ccc(Cl)cc2)CC1 (centres undefined)	-8	-8
CCC(=O)N1CCC(COc2ccccc2C(=O)N2CCCC2)CC1	-4	0
CC(C)(C)C(=O)NC(Nc1ccc([N+](=O)[O-])cc1)C(Cl)(Cl)Cl (centres undefined)	12	16
